Gli-Sufu antag: Gli-Sufu pathway antagonists, primary screen, luciferase luminescence, Sufu-KO-LIGHT cells, uHTS. Sufu-KO-LIGHT fibroblasts, Gli luciferase reporter luminescence. inhibition, % at 5 µM. 340,000 compounds, 0.74% hits. AID 588413, 2011;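 active = inhibition above about 55%, limit read from the data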;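 also: 0% = DMSO-treated cells and 100% = wells with medium but no cells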
SENP7 inh: SENP7 protease inhibitors, primary screen, biochemical, luminescence, uHTS; AID 434973, 2010; recombinant SENP7, Z-RLRGG-aminoluciferin luminescence, 40 min; 330,000 compounds, 1.5% hits; inhibition, % at 5 µM;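 active = inhibition above about 50% at the single test dose, limit read from the data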;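 also: plate controls were DMSO with enzyme for no effect and no enzyme buffer wells for full effect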
Target sequence (Q9BQF6 706-1050 limits assumed): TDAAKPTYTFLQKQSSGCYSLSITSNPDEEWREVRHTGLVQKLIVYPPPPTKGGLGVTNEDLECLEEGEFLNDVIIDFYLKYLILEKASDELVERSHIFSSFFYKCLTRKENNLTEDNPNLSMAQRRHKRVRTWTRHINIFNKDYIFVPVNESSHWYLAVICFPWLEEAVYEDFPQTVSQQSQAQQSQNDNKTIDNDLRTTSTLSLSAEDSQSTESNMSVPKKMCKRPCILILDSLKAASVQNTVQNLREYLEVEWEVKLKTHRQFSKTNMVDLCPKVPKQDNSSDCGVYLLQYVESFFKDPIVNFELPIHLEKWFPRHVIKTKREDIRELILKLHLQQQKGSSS
697 NFkB inh: inhibitors of PMA/ionomycin-induced NF-kB reporter, 697 cells, primary screen, B-cell NF-kB inhibitor project, cell-based, luminescence, uHTS | 330,000 compounds, 0.33% hits | 697 B-cell NF-kB luciferase reporter, 16 h | inhibition, % at 4 µM; in the data active = inhibition above about 35%
Apaf1 inhib: inhibitors of human Apaf-1 apoptosome, primary screen, biochemical, DEVD-Rh110 fluorescence, uHTS | Apoptotic protease-activating factor 1 (Homo sapiens), O14727 | reconstituted apoptosome caspase-3 activity | inhibition, % at 20 µM | 330,000 compounds, 0.71% hits; active = inhibition of at least 40% at 20 µM;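 also: plate controls were DMSO wells for no effect and DEVD-CHO caspase inhibitor wells for full effect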
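Material: reconstituted apoptosome with Apaf-1, cytochrome c, caspase-9, procaspase-3, dATP. Technique: Rh110 fluorescence intensity. Buffer or medium: pH 7.5 Hepes buffer with CHAPS, BSA, DTT. Times: 30 min plus 50 min, RT.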
SENP8 block: SENP8 protease inhibitors, primary screen, biochemical, luminescence | inhibition, % at 10 µM | 330,000 compounds, 1.2% hits | purified SENP8, Z-RLRGG-aminoluciferin cleavage | AID 2540, 2010
Target sequence (Q96LD8 whole entry, looked up): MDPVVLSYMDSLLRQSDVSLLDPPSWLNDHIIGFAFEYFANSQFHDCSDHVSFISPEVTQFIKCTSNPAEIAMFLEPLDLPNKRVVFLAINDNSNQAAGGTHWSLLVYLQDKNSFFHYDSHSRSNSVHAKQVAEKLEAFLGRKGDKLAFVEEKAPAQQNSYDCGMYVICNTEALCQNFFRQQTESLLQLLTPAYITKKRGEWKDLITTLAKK
Jurkat NFkB inh: inhibitors of induced NF-kB luciferase reporter, primary screen, TCR NF-kB activation inhibitor project, cell-based, luminescence, uHTS; Jurkat, PMA/ionomycin-induced NF-kB luciferase reporter; inhibition, % at 4 µM; 330,000 compounds, 0.53% hits
HKDC1 inhibitor: HKDC1 hexokinase inhibitors, primary screen, biochemical, fluorescence, uHTS | recombinant HKDC1, G6PDH/diaphorase resazurin coupled fluorescence | inhibition, % at 20 µM | 340,000 compounds, 0.16% hits;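 active = inhibition above about 35% when tested at 20 µM, limit read from the data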;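 also: plate controls were DMSO wells with enzyme for no effect and DMSO wells lacking enzyme for full effect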
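System: Recombinant HKDC1 hexokinase | Amount: HKDC1 at 5 µg/mL | Reagent: Glucose with 1 mM ATP | Doses: Single 20 µM dose | Incubation: Reaction time 90 min, room temperature, protected from light | Signal: Coupled resazurin fluorescence, excitation 525 nm, emission 613 nm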
UBC13 polyUb: UBC13 polyubiquitin chain formation inhibitors, primary screen, biochemical, TR-FRET, uHTS. inhibition, % at 20 µM. 330,000 compounds, 0.47% hits. AID 485273, 2010; in the data active = inhibition above about 45%, passing the limit was not always enough; inconclusive = no clear call, values can overlap the other calls
Target sequence (P61088 whole entry, looked up): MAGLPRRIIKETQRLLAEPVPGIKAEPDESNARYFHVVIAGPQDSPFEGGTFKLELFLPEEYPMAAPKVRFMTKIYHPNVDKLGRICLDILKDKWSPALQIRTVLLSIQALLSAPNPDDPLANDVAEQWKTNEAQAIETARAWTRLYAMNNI
* hit, by the source's call; i = inactive; ? = inconclusive. Rule as the data show it, unless noted: active = inhibition above about 50%; inactive = the rest.

Values run as follows: Gli-Sufu antag	SENP7 inh	697 NFkB inh	Apaf1 inhib	SENP8 block	Jurkat NFkB inh	HKDC1 inhibitor	UBC13 polyUb
O=C1CCc2cc(S(=O)(=O)N3CCC(C(=O)NC4CCCCCCC4)CC3)ccc2N1
→ 7	1	14	-5	3	3	-4	6
Cc1ccc(-c2nn(CC(=O)NCC3CCCO3)c(=O)c3ccccc23)cc1 (centres undefined)
→ -1	10	4	-13	3	-1	-12	6
O=C(Nc1cccc(C(=O)N2CCN(c3ccccc3)CC2)c1)c1ccco1
→ 6	-13	-20	4	-2	1	-8	-4
Cc1cccc(-n2cnc(C(=O)N3CCN(C)CC3)c2)n1
→ -2	-6	9	-2	-6	-10	-30	-3
Cc1ccc(C(=O)COc2ccccc2-c2ccccc2)cc1C
→ 1	-7	-23	10	-8	2	-14	-4
O=C(CCCCn1c(=O)[nH]c2ccccc2c1=O)NCc1ccc2c(c1)OCO2
→ -11	5	22	11	8	2	2	9
Cc1ccc(CNC(=O)CN(Cc2ccccc2)S(C)(=O)=O)cc1
→ -2	2	16	-9	3	5	-3	2
CC1CCCCN1CCCNC(=O)c1c(O)nc2ccccn2c1=O (centres undefined)
→ -1	-3	-1	1	1	-4	-6	13
Cc1ccc(C(=O)Nc2ccon2)cc1S(=O)(=O)N1CCOCC1
→ 3	7	3	3	-1	-15	-7	-2
COc1ccc(Cl)cc1NC(=O)COC(=O)c1c(-c2ccccc2)noc1C
→ 11	1	-22	10	1	-7	5	-2
O=C(COc1ccc2ccccc2c1Br)N1CCOCC1
→ -10	-3	13	7	-7	-9	0	-2
CCC1NC(=S)N(C2CCCCC2)C1=O (centres undefined)
→ -5	-2	9	-3	-6	7	-8	-10
COCCN1C=C2C(=O)C(C)(OC(=O)c3cccs3)C(=O)C=C2C=C1CCCC(=O)OC (centres undefined)
→ -1	1	3	22	3	-12	22	-34
CNC(=O)c1ccc(NC(=O)c2cc(S(=O)(=O)N(C)C)ccc2N2CCCC2)cc1
→ -8	-14	21	1	-6	-3	-2	-7
CCC(=O)N(Cc1cc(=O)[nH]c2ccccc12)c1ccc(C)cc1
→ -5	5	10	-3	-4	-7	-7	4
Cc1cc(NC(=O)CSCc2ccc([N+](=O)[O-])cc2)no1
→ -7	5	16	-19	0	6	-3	14
O=C(CSc1ncnc2nc[nH]c12)Nc1ccccc1C(F)(F)F
→ -24	6	1	-12	1	-10	-8	-1
COc1ccc(-n2nc(C(=O)NCC(=O)Nc3ccccn3)c3ccccc3c2=O)cc1Cl
→ 12	0	24	-6	11	2	0	27
O=C1CCCC(=O)C1=C1SCCS1
→ -1	1	6	-4	5	5	-11	4
Cc1ccn2c(=O)nc(SCC(=O)NCc3ccc(F)cc3)nc2c1
→ -1	-20	-6	8	-5	1	4	-9
N#C/C(=C\c1ccco1)C(=O)NCC1CCCO1 (centres undefined)
→ 7	-3	5	-4	-1	-7	-11	4
Cc1ccc(-c2csc3nc(C)n(N)c(=O)c23)o1
→ -42	-10	-32	-5	-11	-55	-9	-5
O=[N+]([O-])c1ccc2nc(-c3ccccn3)[nH]c2c1
→ -54	70*	-108	-143	37	-75	-2	-31
C[C@@H]1C(=O)O[C@H]2[C@H]1CC[C@@]1(C)C(=O)C=C[C@@](C)(O)[C@H]21
→ -3	15	15	-3	-9	1	-1	-22
COc1ccc(N(Cc2cc3ccc(C)cc3[nH]c2=O)C(=O)c2ccco2)cc1
→ 8	-6	14	12	-2	-14	-3	-3
CCOC(=O)C1CCCN(C(=O)C2CCCN(S(=O)(=O)c3ccc4c(c3)oc(=O)n4C)C2)C1 (centres undefined)
→ 7	3	-10	4	-5	8	-6	-2
CS(=O)(=O)NCc1ccc(C(=O)NC2CCCCC2)cc1
→ -14	2	-2	-14	-5	-33	4	-7
Cc1ccc(NC(=O)c2cc([N+](=O)[O-])ccc2N2CCOCC2)cc1S(=O)(=O)N(C)C
→ 6	-2	5	-23	1	10	3	8
COc1ccc(CSc2nnc3[nH]c(=O)cc(N)n23)cc1
→ -5	9	9	3	5	7	-9	2
Cc1oc(-c2ccccc2Cl)nc1CSCC(=O)N1CCCC1
→ 12	2	i	-12	0	-32	-3	-1
COc1ccc(C2=NOC(COc3ccc([N+](=O)[O-])cc3)C2)cc1 (centres undefined)
→ -3	-10	-10	7	-7	25	0	-4
CC(=O)N1CCN(c2ccc(NC(=O)c3ccco3)cc2Cl)CC1
→ -19	0	6	-12	-12	8	1	0
O=C(NCC(c1ccc(F)cc1)N1CCOCC1)c1ccccc1F (centres undefined)
→ 4	0	2	-19	-2	-12	-9	6
Cc1ccccc1CNC(=O)CC1C(=O)NCCN1Cc1c(F)cccc1Cl (centres undefined)
→ 10	-2	-3	0	-6	4	-10	7
CCCCNC(=O)CSc1nc(CCC)nc2ccccc12
→ 4	2	-11	-1	0	-10	-8	8
COc1cc(/C=N/NC(=O)C(Cc2c[nH]c3ccccc23)NC(=O)OCC(C)C)cc([N+](=O)[O-])c1OCc1ccccc1 (centres undefined)
→ -1	2	-38	10	-7	-26	8	-18
NS(=O)(=O)c1ccc(NC(=O)c2ccc3nccnc3c2)cc1
→ -21	-4	9	-44	1	5	0	-8
CCC1=Nc2ccc(Br)cc2C(c2ccccc2)N1CC(=O)OC (centres undefined)
→ 28	6	-15	-4	1	10	-2	4
Cc1nn(Cc2ccccc2Cl)c(C)c1C(=O)N1CCN(c2ccccc2)CC1
→ 1	13	16	3	-3	1	-3	2
N/C(=N\OC(=O)Cc1cccs1)c1ccc(Cl)cc1
→ -26	-1	-45	-7	-9	-30	-1	-4
O=C(CCN1C(=O)c2ccccc2C1=O)Nc1cccc(S(=O)(=O)NC2=NCCC2)c1
→ -3	7	2	-4	2	-19	-2	1
O=C(COc1ccc(F)cc1Cl)Nc1cc(S(=O)(=O)N2CCOCC2)ccc1N1CCCCC1
→ 23	-3	-4	29	4	-10	3	-6
CCOC(=O)c1sc(N)c(C(N)=O)c1C
→ -10	2	2	-3	-2	-9	-10	0
Cc1cc(C)c2nc(C)cc(N/N=C/c3ccc(O)cc3)c2c1
→ 9	-1	-7	31	3	98*	13	?
CC1CCN(C2=C(NS(=O)(=O)c3ccccc3)C(=O)c3ccccc3C2=O)CC1
→ -2	17	-28	60*	17	-47	16	-62

Part of the list above, field by field.
COc1ccc(CSc2nnc3[nH]c(=O)cc(N)n23)cc1
  Gli-Sufu antag: -5
  SENP7 inh: 9
  697 NFkB inh: 9
  Apaf1 inhib: 3
  SENP8 block: 5
  Jurkat NFkB inh: 7
  HKDC1 inhibitor: -9
  UBC13 polyUb: 2

Cc1oc(-c2ccccc2Cl)nc1CSCC(=O)N1CCCC1
  Gli-Sufu antag: 12
  SENP7 inh: 2
  697 NFkB inh: i
  Apaf1 inhib: -12
  SENP8 block: 0
  Jurkat NFkB inh: -32
  HKDC1 inhibitor: -3
  UBC13 polyUb: -1

COc1ccc(C2=NOC(COc3ccc([N+](=O)[O-])cc3)C2)cc1 (centres undefined)
  Gli-Sufu antag: -3
  SENP7 inh: -10
  697 NFkB inh: -10
  Apaf1 inhib: 7
  SENP8 block: -7
  Jurkat NFkB inh: 25
  HKDC1 inhibitor: 0
  UBC13 polyUb: -4

CC(=O)N1CCN(c2ccc(NC(=O)c3ccco3)cc2Cl)CC1
  Gli-Sufu antag: -19
  SENP7 inh: 0
  697 NFkB inh: 6
  Apaf1 inhib: -12
  SENP8 block: -12
  Jurkat NFkB inh: 8
  HKDC1 inhibitor: 1
  UBC13 polyUb: 0

(more compounds)
| canonical_smiles | Gli-Sufu antag | SENP7 inh | 697 NFkB inh | Apaf1 inhib | SENP8 block | Jurkat NFkB inh | HKDC1 inhibitor | UBC13 polyUb |
| --- | --- | --- | --- | --- | --- | --- | --- | --- |
| CCN1CCN(c2oc(-c3ccc([N+](=O)[O-])cc3)nc2C#N)CC1 | -2 | 2 | -10 | -9 | -5 | 9 | 1 | -11 |
| CC1(C)Cc2noc(N)c2C(C)(C)N1O | -28 | -2 | 8 | -9 | -3 | -2 | -4 | -2 |
| Brc1ccccc1-c1ccccc1 | 13 | 6 | 5 | 9 | 0 | -7 | 2 | 11 |
| S=C(Nc1ccc(Nc2ccccc2)cc1)NC1CCCCCC1 | 0 | 0 | -36 | 21 | -16 | -11 | -6 | -20 |
| O=C(/C=C/c1cccs1)Nc1ccc(S(=O)(=O)Nc2ncccn2)cc1 | 6 | -1 | 8 | 4 | 2 | 0 | -1 | -15 |
| CN(C)CCNC(=O)CN1C(=O)COc2ccc(C(C)(C)C)cc21 | 2 | -1 | 13 | 0 | -2 | 14 | -2 | -7 |
| CCN(CC(=O)NC1CCS(=O)(=O)C1)C(=O)COc1ccccc1-c1ccccc1 (centres undefined) | -11 | -10 | -23 | 14 | -6 | -13 | -9 | -2 |
| C=CCc1c(C)nc(SC)nc1Nc1ccccc1 | 11 | -12 | -17 | 16 | -4 | 2 | 3 | -2 |

Reformatted as labelled records: part of the list above.
canonical_smiles: O=C(/C=C/c1cccs1)Nc1ccc(S(=O)(=O)Nc2ncccn2)cc1
  Gli-Sufu antag: 6	SENP7 inh: -1	697 NFkB inh: 8	Apaf1 inhib: 4	SENP8 block: 2	Jurkat NFkB inh: 0	HKDC1 inhibitor: -1	UBC13 polyUb: -15

canonical_smiles: CN(C)CCNC(=O)CN1C(=O)COc2ccc(C(C)(C)C)cc21
  Gli-Sufu antag: 2	SENP7 inh: -1	697 NFkB inh: 13	Apaf1 inhib: 0	SENP8 block: -2	Jurkat NFkB inh: 14	HKDC1 inhibitor: -2	UBC13 polyUb: -7

The listing continues:
| canonical_smiles | Gli-Sufu antag | SENP7 inh | 697 NFkB inh | Apaf1 inhib | SENP8 block | Jurkat NFkB inh | HKDC1 inhibitor | UBC13 polyUb |
| --- | --- | --- | --- | --- | --- | --- | --- | --- |
| CNC(=S)N1N=C(c2ccc(C)cc2)CC1c1ccc(Cl)cc1 (centres undefined) | 20 | 7 | 2 | 17 | -3 | 1 | 7 | 1 |
| COc1ccc(COC(=O)NNC(=O)c2ccccc2Cl)cc1 | -10 | 2 | 18 | 0 | 7 | 6 | -2 | 1 |
| CCOc1ccc(S(=O)(=O)N2CCN(C(=O)c3cccn3C)CC2)cc1 | 19 | 5 | 4 | 2 | -5 | 3 | 0 | 6 |
| O=C(Nc1ccccc1-c1nc2ccccc2[nH]c1=O)c1cccs1 | 22 | -1 | 14 | 5 | 2 | 5 | -3 | -2 |
| O=C(CSc1c2c(nc3ccc(Cl)cc13)CCCC2)NCc1ccco1 | 20 | -2 | -13 | 11 | 10 | 1 | 3 | 5 |
| CC1CC(Nc2cccc(O)c2)=CC(=O)O1 (centres undefined) | 5 | 2 | -8 | -1 | -3 | -13 | -1 | 2 |
| COCCCn1c(SCC(=O)Nc2cccc(C(=O)OC)c2)nnc1-c1ccncc1 | -1 | -6 | 17 | 4 | -3 | 7 | -6 | 0 |
| CC(C)CN(C(=O)CCNC(=O)c1ccc(Cl)cc1)c1c(N)n(CC(C)C)c(=O)[nH]c1=O | 6 | 3 | 14 | 1 | -10 | 4 | 3 | -3 |

Source: PubChem
